From PubChem BioAssay
M1 PAM parental – nonselective activator or artifact in parental CHO-K1 calcium assay. 360,000 compounds, 0.02% hits. AID 602247. ATP EC20, Fluo-8 calcium fluorescence; 0% at ATP EC20, 100% at ATP max. activation, % at 3 µM;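 active = activation above the run cutoff, the mean activation of all test compounds plus 3 SD, cut at about 40% in these data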;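 also: peak over basal fluorescence ratio in a 140 s read after ATP addition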
CHRM4 PAM – potentiates acetylcholine response at human M4 receptor; CHO-K1 hM4/Gqi5, Fluo-8 calcium fluorescence, ACh EC20; 0% = ACh EC20, 100% = maximal ACh; activation, % at 3 µM; 360,000 compounds, 0.4% hits;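 active = activation above its plate's cutoff, the mean activation of sample wells plus 3 SD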; also: some results filed as inactive read as strong as hits
CHRM5 antagonist – CHRM5 antagonism in calcium assay; P08912; CHO-hM5 cells, Fluo-8 calcium fluorescence, ACh EC80; inhibition, % at 3 µM; 360,000 compounds, 0.59% hits;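 active = inhibition above a per-plate cutoff, the mean of that plate's test compounds plus 3 SD, cut at about 27% in these data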;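 also: 0% = acetylcholine EC80 with DMSO and 100% = DMSO without agonist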
Target sequence (P08912 whole entry, looked up): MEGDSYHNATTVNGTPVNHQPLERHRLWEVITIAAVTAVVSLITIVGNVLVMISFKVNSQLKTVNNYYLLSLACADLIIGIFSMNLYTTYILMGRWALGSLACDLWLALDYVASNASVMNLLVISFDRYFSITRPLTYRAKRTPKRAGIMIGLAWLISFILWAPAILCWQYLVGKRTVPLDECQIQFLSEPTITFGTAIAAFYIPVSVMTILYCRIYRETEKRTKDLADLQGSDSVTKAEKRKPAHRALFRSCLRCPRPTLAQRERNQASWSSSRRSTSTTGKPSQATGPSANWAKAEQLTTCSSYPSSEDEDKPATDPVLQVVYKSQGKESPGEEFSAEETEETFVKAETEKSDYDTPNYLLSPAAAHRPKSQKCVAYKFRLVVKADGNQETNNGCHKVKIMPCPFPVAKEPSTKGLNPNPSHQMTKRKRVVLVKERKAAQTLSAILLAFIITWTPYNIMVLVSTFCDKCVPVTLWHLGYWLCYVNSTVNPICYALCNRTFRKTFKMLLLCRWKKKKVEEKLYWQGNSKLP
CHRM4 antagonist – CHRM4 antagonism in calcium assay; CHO-hM4 cells, ACh EC80, Fluo-8 calcium fluorescence; P08173; 360,000 compounds, 0.73% hits; inhibition, % at 3 µM;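 active = inhibition above its plate's cutoff, the mean inhibition of sample wells plus 3 SD, cut at about 27% in these data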;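 also: 0% = acetylcholine EC80 with DMSO and 100% = DMSO without agonist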
CHRM5 agonist – agonists of human muscarinic M5 receptor (CHRM5) | P08912 | CHO-K1 hM5 cells, Fluo-8 calcium fluorescence; 0% DMSO wells, 100% maximal acetylcholine response | activation, % at 3 µM | 360,000 compounds, 0.19% hits | AID 624037;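 active = activation above the run's mean over test compounds plus 3 SD, cut at about 23% in these data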;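 also: signal is peak over basal fluorescence ratio across the kinetic read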
M1 ag parental – counter-screen for M1 agonists: effect in parental CHO-K1 cells. Fluo-8 calcium fluorescence; scaled to maximal ATP response, vehicle zero. activation, % at 3 µM. 360,000 compounds, 0.48% hits. AID 602248; in the data active = activation above about 15%;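 also: untransfected CHO-K1 host cells lacking M1 receptor as counterscreen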
CHRM4 agonist – agonists of human muscarinic M4 receptor (CHRM4); activation, % at 3 µM; CHO-K1 hM4/Gqi5, Fluo-8 calcium fluorescence; vehicle 0%, full acetylcholine response 100%; 360,000 compounds, 0.14% hits;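 active = activation above the run mean over all test wells plus 3 SD, cut at about 32% in these data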;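 also: peak over basal fluorescence ratio per well then scaled between controls; 0% = DMSO wells and 100% = acetylcholine at EC100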
CHRM5 PAM – potentiates acetylcholine response at human M5 receptor; CHO-K1 hM5, Fluo-8 calcium, ACh EC20 PAM; 0% = ACh EC20, 100% = ACh EC100; 360,000 compounds, 0.3% hits; activation, % at 3 µM; AID 624038; P08912;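 active = activation above the run cutoff, the mean activation of all test compounds plus 3 SD, cut at about 18% in these data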
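Probe or stimulus: acetylcholine, EC20 level; Assay system: human M5 receptor in CHO-K1 cells; Schedule: compound preincubation 140 s before EC20 acetylcholine addition; Technique: intracellular calcium via Fluo-8 fluorescence; Dosing: single-point, 3 µM nominal; Read-out basis: percent activation from peak-over-basal fluorescence ratio, scaled EC20-to-EC100 acetylcholine; Repeats: one well per compound, no replicates.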
CHO-K1 Ca antag – counter-screen for M1 antagonists: effect in parental CHO-K1 cells; ATP-induced calcium, Fluo-8 fluorescence; inhibition, % at 3 µM; 360,000 compounds, 0.6% hits; AID 602250;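 active = inhibition above a per-plate cutoff, the plate's mean sample inhibition plus 3 SD, cut at about 24% in these data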;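 also: 0% = DMSO plus EC80 ATP and 100% = DMSO alone without ATP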
Active calls of the source: *.

No.	compound	CHRM5 agonist	M1 PAM parental	CHO-K1 Ca antag	CHRM5 PAM	CHRM5 antagonist	CHRM4 PAM	CHRM4 agonist	CHRM4 antagonist	M1 ag parental
1	Cc1ccc(-c2nn3cnnc3c3ccccc23)cc1C	9	-4	24*	0	3	1	2	-1	0.2
2	Cc1cccc(NC(=O)C(C)Sc2nc3ccccc3c(=O)n2CCCN2CCOCC2)c1 (centres undefined)	0	11	-16	1	2	-2	2	-5	0.2
3	COc1ccc(Br)cc1CN(C)C(=O)C1=CC=CN2CCS(=O)(=O)N=C12	-10	26	-2	-13	11	-3	1	2	-0.3
4	COc1ccccc1NC(=O)CSc1ncc(CO)n1Cc1ccc(F)cc1	0	10	3	-4	19	-1	5	-3	3.2
5	Cc1cccc(C2CC(c3ccc(Br)cc3)Nc3nc(N)nn32)c1 (centres undefined)	8	19	0	3	-1	4	6	-2	0.9
6	O=C(Cc1ccccc1)Nc1ccccc1C(=O)NCC1CCCO1 (centres undefined)	-2	15	-5	0	5	7	3	1	1.2
7	COc1ccccc1NC(=O)Nc1nc(CC(=O)Nc2ccc(OC)c(OC)c2)cs1	0	-21	15	-2	0	1	3	1	1.9
8	Cn1nc([N+](=O)[O-])nc1Sc1ccc(Cl)cc1	-4	15	-1	-1	-6	0	1	10	-0.1
9	CN(C)c1ccc(S(=O)(=O)N(C)C)cc1NC(=O)Cc1cccc2ccccc12	-2	-16	-8	9	5	-10	3	-2	0.7
10	COc1ccc(S(=O)(=O)N(C)c2ccc(OC(=O)C(C)Oc3ccc(F)cc3)cc2)cc1 (centres undefined)	2	3	-4	-1	6	-1	4	-9	3.4
11	CCCCNC(=O)Cn1c(=O)c2c(ncn2CC)n(Cc2ccccc2)c1=O	0	18	-9	7	-9	1	0	4	1.2
12	COc1ccc2c(c1)c(C)cc[n+]2Cc1ccccc1	-9	-10	-10	-6	16	3	0	3	0.0
13	CCC(=O)Nc1cc2[nH]c(=O)cc(C)c2cc1C	0	6	-16	2	5	0	1	-5	0.5
14	S=C(Nc1ccccc1)N1CCN(C2CCCCC2)CC1	-5	17	-15	-2	2	-3	0	-1	1.1
15	COc1ccc(C(=O)N/N=C/c2sc(N3CCOCC3)nc2-c2ccccc2)cc1OC	-2	12	-6	0	2	6	2	-11	1.5
16	CC(=O)Oc1ccc2c(=O)oc(-c3ccccc3C)nc2c1	3	4	-6	10	-8	4	0	-3	0.6
17	Cc1ccc(N2CCN(/N=C/c3cccs3)CC2)cc1	2	-4	5	0	-1	3	0	-5	0.2
18	COc1ccccc1/C=N/NC(=O)c1cccc(OC(F)(F)C(F)F)c1	-5	9	-5	-2	5	-2	2	2	1.3
19	COc1cccc(C(=O)NN2c3ccccc3CCc3ccccc32)c1	0	-11	7	-4	-5	5	-1	3	-0.2
20	Cc1ccc(-n2cc(C(=O)c3ccc4ccccc4c3O)cn2)cc1	-3	15	-10	6	6	-4	1	9	0.2
21	COc1ccc(-c2ccc(N3C(c4ccsc4)=Cc4ccc(F)cc4C3c3c[nH]c4ccccc34)cc2)cc1 (centres undefined)	-5	7	-9	-4	9	-1	3	-7	1.2
22	CN1CCN(C(=S)NCCc2ccccc2)CC1	-2	13	-7	7	0	10	0	-3	0.4
23	COc1ccc(-n2c(CNC(=O)COc3ccc(Cl)cc3)n[nH]c2=S)cc1	-2	3	-4	-5	0	5	1	1	-0.3
24	CCCCn1nc(C(=O)NCC2COc3ccccc3O2)c2ccccc2c1=O (centres undefined)	-6	-6	-7	-12	10	-2	6	1	0.5
25	CCOC(=O)C1=C(C)NC(C)=C(C(=O)OCC)C1C(=O)OCC(=O)NC1(C#N)CCCCC1	5	-30	14	-27	23	-2	26	11	6.8
26	Cc1ccc(NC(=S)N/N=C/c2c(C)[nH]c3ccccc23)cc1	-2	8	-7	-6	16	3	2	-3	0.3
27	NC(=O)c1coc(-c2ccccc2)n1	0	10	-21	-11	14	4	1	-12	0.0
28	CCc1cccc(NC(=O)CCNS(=O)(=O)c2ccc3c(c2)oc(=O)n3C)c1	-1	16	-16	0	-6	-8	1	-15	1.6
29	FC(F)(F)c1cc(CO[C@@H]2CCCN[C@@H]2c2ccccc2)cc(C(F)(F)F)c1	4	-11	12	2	1	-2	6	1	1.7
30	NC(=O)C1CC(=O)N(c2ccc(OCc3ccc(Cl)cc3)cc2)C1 (centres undefined)	5	-6	1	-3	6	-6	9	-1	4.8
31	Cc1cccc(NC(=O)COC(=O)c2ccc(C)c(S(=O)(=O)N3CCCCC3)c2)c1	-3	5	-6	-19	12	3	6	-5	2.8
32	Cc1c(N=C2C(=O)Nc3ccccc32)c(=O)n(-c2ccccc2)n1C	3	-1	6	-2	9	9	1	-8	-0.3
33	COc1cc(C=NNC(=O)c2cccnc2)ccc1OC(=O)c1ccccc1F	6	-13	3	-8	7	-1	9	2	2.8
34	N#Cc1ccccc1NC(=O)COC(=O)C1CCN(C(=O)c2ccc(Cl)cc2)CC1	4	9	-11	-6	2	2	3	-3	2.0
35	Cc1cc(C)cc(NC(=O)COC(=O)c2n[nH]c3ccccc23)c1	-2	16	-10	-2	3	-3	5	-11	3.3
36	Cc1ccccc1CSCC(=O)NNC(=S)NCC1CCCO1 (centres undefined)	-4	6	4	-2	11	-1	1	4	1.8
37	COc1ccc(OC)c(C(=O)COC(=O)c2[nH]c(C)c(C(C)=O)c2C)c1	-3	-2	1	-6	4	-4	13	-2	4.2
38	COc1ccc(S(=O)(=O)Nc2c(C)nn(C)c2C)cc1Br	10	6	-15	-4	6	1	8	-8	6.6
39	O=C(CCSCCc1ccccn1)Nc1cc(F)ccc1F	0	26	-9	1	-2	1	3	-10	3.2
40	Cc1cc(Cl)n2c(nc3cc(F)c(F)cc32)c1C#N	6	8	-4	1	3	-5	5	10	1.9
41	CCOC(=O)COc1ccc(Br)cc1/C=C/c1[nH]c(=O)[nH]c(=O)c1[N+](=O)[O-]	-1	24	-7	-1	2	7	-1	-1	0.0
42	COc1ccc(S(=O)(=O)N2CCCCC2)cc1NC(=O)c1cccc(S(=O)(=O)N2CCOCC2)c1	1	1	-10	-1	9	2	0	-5	-0.2
43	CCN(CCn1cccn1)C(=O)CCc1nnc(CCc2ccccc2OC)o1	1	15	-6	6	-9	5	1	1	0.4
44	Cc1c(NC(=O)C(C)OC(=O)Cc2ccc(F)cc2)c(=O)n(-c2ccccc2)n1C (centres undefined)	3	-17	25*	-4	13	-4	0	13	-0.3
45	CC(C)C(NC(=O)C(NC(=O)C1OC2OC(C)(C)OC2C2OC(C)(C)OC12)C(C)C)C(=O)O (centres undefined)	3	5	-13	7	11	0	1	-8	-0.2
46	CCNS(=O)(=O)c1cc(-c2nnc(OC)c3ccccc23)ccc1C	4	10	-1	-7	-6	-5	1	1	8.3
47	CC(C)C[C@H]1CN([C@@H](Cc2ccc(O)cc2)CN2CCC[C@H]2CN2C(=O)C(=O)NC[C@@H]2Cc2ccccc2)C(=O)C(=O)N1CC1CCCCCC1	-2	7	-10	0	-4	2	0	-10	0.7
48	Cc1c2c(nc3c(C(=O)NC4CC4)cnn13)CCCC2	-7	15	-9	6	-4	3	-2	-1	-1.5

Whole records from above.
`CCOC(=O)COc1ccc(Br)cc1/C=C/c1[nH]c(=O)[nH]c(=O)c1[N+](=O)[O-]` as listed: CHRM5 agonist = -1; M1 PAM parental = 24; CHO-K1 Ca antag = -7; CHRM5 PAM = -1; CHRM5 antagonist = 2; CHRM4 PAM = 7; CHRM4 agonist = -1; CHRM4 antagonist = -1; M1 ag parental = 0.0
`COc1ccc(S(=O)(=O)N2CCCCC2)cc1NC(=O)c1cccc(S(=O)(=O)N2CCOCC2)c1` as listed: CHRM5 agonist = 1; M1 PAM parental = 1; CHO-K1 Ca antag = -10; CHRM5 PAM = -1; CHRM5 antagonist = 9; CHRM4 PAM = 2; CHRM4 agonist = 0; CHRM4 antagonist = -5; M1 ag parental = -0.2

The results go on:
No.	compound	CHRM5 agonist	M1 PAM parental	CHO-K1 Ca antag	CHRM5 PAM	CHRM5 antagonist	CHRM4 PAM	CHRM4 agonist	CHRM4 antagonist	M1 ag parental
49	CC(C)(C)c1nc(NCCN2CCOCC2)c2nnn(Cc3ccccc3Cl)c2n1	-1	7	-6	-5	1	2	0	-8	0.3
50	CCc1ccc(C2=NN(S(C)(=O)=O)C(c3cccs3)C2)cc1 (centres undefined)	-6	11	5	-3	-10	0	-2	-14	0.2
51	N=c1n(CC(=O)c2ccc([N+](=O)[O-])cc2)c2ccccc2n1Cc1ccc(Cl)cc1	2	16	-8	-8	11	0	2	-3	0.9
52	COc1cc(CN2CCC(C(=O)N3CCN(c4ccccc4F)CC3)CC2)cc(OC)c1OC	0	16	-8	2	-13	8	0	6	-0.3
53	O=C(c1cccc(F)c1)N1CCN(Cc2ccco2)CC1	-3	26	-19	0	-10	9	0	-15	0.9
54	COc1ccc(NC(=O)CCSc2ccc(C)cc2)cc1	-4	10	-9	5	-10	11	0	-3	-0.1
55	Cc1cc(Br)cc2c1NC(=O)C2(O)CC(=O)c1ccco1 (centres undefined)	0	22	-21	-3	5	6	2	1	0.9
56	CC(=O)Nc1cc(-c2cccc(C(=O)N(C)C)c2)cn2c(-c3ccccc3)cnc12	1	-14	7	-7	19	-2	5	-1	1.9
57	COc1ccc(-n2c(=S)[nH]c3sc(-c4ccccc4)cc3c2=O)c(OC)c1	6	13	-12	8	-2	0	4	-8	0.3
58	Cc1ccc(-c2ccc(OC(=O)c3ccc(=O)[nH]c3)c(C)c2)cc1	-5	0	-4	-6	3	7	5	-15	3.8

The order is random. Share with any hit: about 2.7%.
